High-throughput results: PubChem, several laboratories
Scp1 inh: Scp-1 phosphatase inhibitors, primary screen, biochemical, colorimetric, uHTS; Carboxy-terminal domain RNA polymerase II polypeptide A small phosphatase 1 (Homo …; Recombinant Scp1, phosphopeptide, malachite green phosphate absorbance; inhibition, % at 20 µM; 0.88% of 340,000 active;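 active = inhibition above about 50% at 20 µM, limit read from the data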;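 also: plate controls were DMSO wells with enzyme for no effect and wells lacking enzyme for full effect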
Target sequence (Q9GZU7 76-261 limits assumed): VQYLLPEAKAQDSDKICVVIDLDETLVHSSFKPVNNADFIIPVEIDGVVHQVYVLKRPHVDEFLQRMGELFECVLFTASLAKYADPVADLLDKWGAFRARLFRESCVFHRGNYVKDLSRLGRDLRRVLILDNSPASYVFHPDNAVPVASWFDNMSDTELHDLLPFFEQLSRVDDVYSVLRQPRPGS
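assay system = SCP-1 phosphatase catalytic domain, residues 76-261 | buffer or medium = 50 mM Tris acetate pH 5.5, 0.005% Tween-20, 10 mM MgCl2 | incubation = enzyme reaction 45 min at room temperature, colour 5 min, stabilisation 30 min | signal = Phosphate-binding colour reagent, absorbance read at 630 nm | measure = % inhibition at 20 µM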
Rin1 Abl inh: inhibitors of Rin1-Abl protein binding, primary screen, biochemical, TR-FRET | 0.4% of 360,000 active | AID 588664, 2011 | inhibition, % at 7.35 µM; in the data active = inhibition above about 5%, passing the limit was not always enough
Rpn11 block: Rpn11 (PSMD14) deubiquitinase inhibitors, primary screen, biochemical, fluorescence polarization, uHTS; 26S proteasome non-ATPase regulatory subunit 14 (Homo sapiens), O00487; human 26S proteasome, Ub4-pepOG fluorescence polarization; 20S core pre-blocked with epoxomicin; calls only at 20 µM; 0.59% of 360,000 active;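 active = inhibition at 20 µM, scaled to each plate's controls, above about 33%, limit read from the data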
NadD block: inhibitors of S. aureus NadD, primary screen, biochemical, colorimetric, uHTS; purified NadD enzyme, colorimetric absorbance read-out; 0.78% of 360,000 active; inhibition, % at 20 µM; in the data active = inhibition above about 26%; also: some compounds past the cut are filed as inactive
SUMO1 PPI mod: modulators of SUMO1 protein-protein interactions, primary screen, biochemical, uHTS; Small ubiquitin-related modifier 1 (Homo sapiens), P63165; SUMO1 binding to a labelled peptide, TR-FRET, 1 h; 0.33% of 360,000 active; inhibition, % at 20 µM; in the data active = inhibition above about 37%
Target sequence (P63165 whole entry, looked up): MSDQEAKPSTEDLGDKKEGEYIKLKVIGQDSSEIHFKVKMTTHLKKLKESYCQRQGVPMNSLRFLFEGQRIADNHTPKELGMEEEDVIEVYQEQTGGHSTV
Neddylation inh: inhibitors of cullin neddylation, primary screen, biochemical, TR-FRET, uHTS, NAE and Ubc12 | NEDD8-conjugating enzyme Ubc12 (Homo sapiens) + NEDD8-activating enzyme E1 regulatory … | calls only at 25 µM | 0.58% of 360,000 active | AID 651699, 2012; in the data active = inhibition above about 36%
Target sequence (P61081 whole entry, looked up): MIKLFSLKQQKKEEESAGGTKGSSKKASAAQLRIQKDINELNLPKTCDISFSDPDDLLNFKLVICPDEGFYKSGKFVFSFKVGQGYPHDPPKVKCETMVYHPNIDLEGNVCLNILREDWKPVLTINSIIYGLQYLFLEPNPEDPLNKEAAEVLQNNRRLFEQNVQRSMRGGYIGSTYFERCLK
Target sequence (Q13564 whole entry, looked up): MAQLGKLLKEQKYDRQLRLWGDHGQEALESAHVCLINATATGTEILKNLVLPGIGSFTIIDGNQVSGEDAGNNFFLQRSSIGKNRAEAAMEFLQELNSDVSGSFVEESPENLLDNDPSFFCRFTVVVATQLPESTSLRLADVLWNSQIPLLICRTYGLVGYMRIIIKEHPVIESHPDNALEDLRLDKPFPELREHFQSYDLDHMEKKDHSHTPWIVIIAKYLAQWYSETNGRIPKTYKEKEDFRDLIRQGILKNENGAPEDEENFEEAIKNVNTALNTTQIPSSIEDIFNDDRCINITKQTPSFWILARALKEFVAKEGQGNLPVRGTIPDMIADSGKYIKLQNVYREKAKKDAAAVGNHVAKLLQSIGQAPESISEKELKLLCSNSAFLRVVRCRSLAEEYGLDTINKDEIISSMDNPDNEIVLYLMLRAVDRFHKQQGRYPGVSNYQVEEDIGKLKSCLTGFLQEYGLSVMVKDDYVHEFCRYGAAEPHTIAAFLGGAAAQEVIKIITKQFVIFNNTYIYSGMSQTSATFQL
CSN deneddyl inh: inhibitors of CSN-mediated cullin deneddylation, primary screen, biochemical, fluorescence polarization, uHTS; COP9 signalosome complex subunit 5 (Homo sapiens), Q92905; Purified CSN, SCF-Nedd8-OG deneddylation; inhibition, % at 12.5 µM; 0.38% of 360,000 active;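 active = pattern-corrected inhibition above about 35%, with an unprinted fluorescence ratio check between 0.5 and 1.5, limit read from the data, passing the limit was not always enough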;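 also: 0% = enzyme with substrate and 100% = substrate without enzyme; some results filed as inactive read as strong as hits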
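Test system: purified human Csn5 enzyme expressed in HEK293T cells. Amount: 0.24 nM enzyme. Reagent: SCFSkp2-Nedd8OG substrate at 10 nM final. Schedule: 90 min incubation of compound, enzyme and substrate at room temperature. Detection: fluorescence polarization. Read-out: % inhibition of substrate cleavage by Csn5.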
STEP inh: STEP phosphatase inhibitors, primary screen, biochemical, fluorescence intensity, uHTS; Tyrosine-protein phosphatase non-receptor type 5 (Homo sapiens), P54829; recombinant STEP, OMFP fluorogenic substrate; inhibition, % at 20 µM; 0.25% of 360,000 active;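 active = inhibition at 20 µM, scaled per plate between control wells, above about 37%, limit read from the data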;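 also: 0% = DMSO with enzyme and substrate and 100% = substrate only without enzyme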
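System: STEP phosphatase, cell-free reaction; Buffer or medium: Bis-Tris pH 6.0 buffer with DTT, detergent; Incubation: 20 min at room temperature, dark; Measured by: fluorescence, 480/540 nm.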
DNMT1 block: human DNMT1 methyltransferase inhibitors, primary screen, biochemical, molecular beacon, fluorescence, HinP1I cleavage, uHTS; inhibition (reported as % activation of signal), % at 10 µM; 0.83% of 360,000 active; DNA (cytosine-5)-methyltransferase 1 (Homo sapiens), P26358; in the data active = inhibition above about 50%
LMPTP inh: LMPTP phosphatase inhibitors, primary screen, biochemical, fluorescence intensity, uHTS; 0.22% of 360,000 active; Low molecular weight phosphotyrosine protein phosphatase (Homo sapiens), P24666; recombinant LMPTP-A, OMFP fluorogenic substrate; inhibition, % at 20 µM; AID 651560, 2012;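 active = compounds that cut the enzyme signal by at least half of the control window in the single-dose screen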;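 also: plate controls were DMSO wells with enzyme plus substrate for no effect and substrate without enzyme for full effect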
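Buffer or medium: Bis-Tris pH 6.0, DTT, detergent; Assay system: LMPTP-A enzyme; Quantity: 0.625 nM enzyme; Detection: endpoint fluorescence intensity; Times: 50 min dark incubation at room temperature; Controls: substrate-only low control, DMSO enzyme-plus-substrate high control; Doses: single 20 µM dose; Read-out: percent inhibition versus substrate-only and uninhibited controls; Reagent: 400 µM OMFP.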
Starred values were filed as active, the others as inactive; i = inactive; . = not tested or not shown.

nr	SMILES	Scp1 inh	Rin1 Abl inh	Rpn11 block	NadD block	SUMO1 PPI mod	Neddylation inh	CSN deneddyl inh	STEP inh	DNMT1 block	LMPTP inh
1	C=CCOc1ccc(CNCc2cccnc2)cc1	-5	-1	i	-5	-1	i	3	-4	-2	-2.7
2	COc1cccc(C(=O)NCC(=O)N/N=C(C)\C=C\c2ccccc2)c1	-5	1	i	-6	-13	i	-8	0	4	-0.7
3	O=C(c1cccc(-c2nnc(-c3ccccc3)o2)c1)N1CCCCC1	0	1	i	1	1	i	-3	-4	6	3.7
4	CCOc1ccc(S(=O)(=O)Nc2cccc(C(=O)NCCCn3ccnc3)c2)cc1	-2	3	i	-4	-7	i	-3	-2	4	-2.4
5	C[C@H](CO)N1C[C@H](C)[C@@H](CN(C)C)Oc2c(NS(=O)(=O)c3ccccc3)cccc2C1=O	-3	1	i	-1	4	i	4	-4	0	-2.0
6	CSc1cccc(NC(=O)COC(=O)C2CCN(S(=O)(=O)c3ccccc3)CC2)c1	-15	1	i	-12	6	i	-3	0	-7	0.7
7	CN(C)CCNC(=O)Nc1ccc(F)cc1F	2	3	i	-2	4	i	-4	4	0	-0.6
8	Cc1ccc(C)c(OCCC(=O)OCC(=O)NC2CCCC2)c1	1	-2	i	-1	4	i	-4	1	1	-0.4
9	COc1ccc(CC(=O)NNc2ncnc3c2cnn3-c2ccc(C)cc2)cc1	-12	0	i	-6	1	i	-1	0	1	-1.6
10	Cc1cc(/C=C2/NC(=O)NC2=O)c(C)n1-c1ccc(C#N)cc1	-3	0	i	8	-14	i	-2	6	-8	-0.4
11	CC(=O)Nc1ccc(/C=C/c2nc3ccccc3[nH]c2=O)cc1	-6	-1	i	2	-14	i	6	-4	-8	-0.2
12	CC12CCC(c3c(C(=O)N4CCOCC4)nn(-c4ccccc4)c31)C2(C)C (centres undefined)	-9	-2	i	2	-5	i	10	-1	0	-0.3
13	CCOC(=O)CNc1c(-c2ccc(O)cc2)nc2ccc(Cl)cn12	-4	-5	i	2	-6	.	-3	0	-6	-0.3
14	CC(C)NC(=O)c1ccccc1NC(=O)c1ccccc1N(C)S(C)(=O)=O	-4	1	i	-4	3	i	3	-4	1	-0.2
15	CC(CC(=O)N1CCN(c2ccccc2)CC1)S(=O)(=O)c1ccc2c(c1)NC(=O)CO2 (centres undefined)	12	-2	i	-2	-1	i	-1	-3	0	-2.3
16	COc1ccc(/C=N/NC(=O)c2ccccc2NC(=O)c2ccco2)c(OC)c1	-7	-2	i	6	3	i	2	0	-3	1.4
17	O=C1NC(CCc2ccccc2)C(=O)N1Cc1cccc2ccccc12 (centres undefined)	-9	-1	i	-5	0	i	0	1	12	2.4
18	Cc1cc(=O)[nH]c(Nc2ccc(Cl)cc2)n1	-3	0	i	3	-4	i	1	0	1	-1.0
19	CC1=Nn2c(nnc2-c2ccccc2)SC1	-6	1	i	2	-1	i	3	2	3	0.3
20	N#Cc1nc(-c2cccc3ccccc23)oc1NCC1CCCO1 (centres undefined)	-13	0	i	-6	-15	.	-2	1	8	3.4

Pulled by compound from the entries so far (two):
nr	SMILES	Scp1 inh	Rin1 Abl inh	Rpn11 block	NadD block	SUMO1 PPI mod	Neddylation inh	CSN deneddyl inh	STEP inh	DNMT1 block	LMPTP inh
11	CC(=O)Nc1ccc(/C=C/c2nc3ccccc3[nH]c2=O)cc1	-6	-1	i	2	-14	i	6	-4	-8	-0.2
6	CSc1cccc(NC(=O)COC(=O)C2CCN(S(=O)(=O)c3ccccc3)CC2)c1	-15	1	i	-12	6	i	-3	0	-7	0.7

The main list resumes, repeating the 2 entries before the break.
nr	SMILES	Scp1 inh	Rin1 Abl inh	Rpn11 block	NadD block	SUMO1 PPI mod	Neddylation inh	CSN deneddyl inh	STEP inh	DNMT1 block	LMPTP inh
19	CC1=Nn2c(nnc2-c2ccccc2)SC1	-6	1	i	2	-1	i	3	2	3	0.3
20	N#Cc1nc(-c2cccc3ccccc23)oc1NCC1CCCO1 (centres undefined)	-13	0	i	-6	-15	.	-2	1	8	3.4
21	CCCCC(=O)Nc1ccccc1C(=O)OCC(=O)c1ccc2c(c1)OCCO2	-8	0	i	1	2	i	-5	3	3	2.1
22	Cn1cc(CNCc2ccc(OC(F)(F)F)cc2)c(-c2ccc3c(c2)OCCO3)n1	-6	-2	i	-16	-7	i	-2	-2	1	-3.6
23	CC(C)(C)OC(=O)NC1CNNC1=O (centres undefined)	-6	5	i	0	1	i	0	-2	-6	-2.7
24	CC1(C)Cc2cccc(OCC(=O)OCc3nnc(-c4ccc([N+](=O)[O-])cc4)o3)c2O1	-9	5	i	-4	-42	i	0	0	5	0.5
25	Cc1c(C(=O)Nc2cccc(-c3nnc4n3CCCCC4)c2)oc2ccccc12	0	2	i	7	-3	i	-3	1	10	-0.1
26	Cc1cc(C)c(C)c(C(=O)c2ccccc2C(=O)O)c1C	-3	0	i	2	-5	i	15	0	4	0.9
27	O=C(Nc1ccc2oc(=O)ccc2c1)c1ccc(-c2cccc([N+](=O)[O-])c2)o1	32	1	i	20	75*	i	44	28	22	54*
28	Cc1ccccc1S(=O)(=O)N(C)C[C@@H]1OCc2cnnn2CCCC(=O)N([C@@H](C)CO)C[C@@H]1C	.	0	i	-5	-1	i	1	-2	3	-1.0
29	CCOC(=O)C(=CNc1cccc(C)n1)C(=O)OCC	0	2	i	0	3	i	1	-4	2	-2.1
30	CCOC1=C2CN(S(=O)(=O)c3ccc(C)cc3)[C@H](c3ccccc3)C[C@@H]2N(S(=O)(=O)c2ccc(C)cc2)[C@H](c2cccs2)C1	.	2	i	8	5	i	0	0	6	1.1
31	CCCOC(=O)CSC1=C(C#N)C(c2ccccc2OC)C(C#N)C(=O)N1 (centres undefined)	0	-28	i	3	2	i	-1	-1	-2	0.5
32	O=S(=O)(c1ccc(Br)cc1F)N1CCC(O)CC1	-5	-2	i	-4	1	i	-1	3	2	-2.1
33	CC(C)=NN/C(N)=N/C(=S)Nc1ccc(C)cc1	-8	-4	i	6	3	i	2	2	-1	-0.7
34	COc1ccc(NC(=O)Nc2ccc3c(c2)C(=O)N([C@H](C)CO)C[C@H](C)[C@@H](CN(C)C(=O)Nc2ccccc2)O3)cc1	71*	3	i	-2	10	i	5	-4	4	-1.3
35	CCCCn1c(N)c(N(CC)C(=O)CCNC(=O)c2ccc(Cl)cc2)c(=O)[nH]c1=O	5	3	i	1	1	i	3	1	-1	-1.1
36	COc1ccc(CCCC(=O)NC2CCCCC2C)c(C)c1 (centres undefined)	4	-1	i	11	-3	i	2	2	0	-0.9
37	COc1cc(/C=C/C(=O)OCC(=O)NC2CC2)cc(OC)c1OC	8	1	i	-5	-10	i	-6	0	5	-1.0
38	CCOC1(OCC)OC(c2ccccc2)=C(C#N)C(C=Cc2ccccc2)C1(OCC)OCC (centres undefined)	.	1	i	-7	-1	i	-8	3	10	1.9
39	COc1ccc(-c2sc3cc4c(cc3c2C#CC2(N)CCCCC2)OCO4)cc1	8	2	i	11	-109	i	-2	4	4	5.1
40	COc1ccc(C2Nc3ccccc3C(=O)N2NS(C)(=O)=O)cc1 (centres undefined)	3	0	i	2	-4	.	-1	1	2	-0.8

Continuation:
nr	SMILES	Scp1 inh	Rin1 Abl inh	Rpn11 block	NadD block	SUMO1 PPI mod	Neddylation inh	CSN deneddyl inh	STEP inh	DNMT1 block	LMPTP inh
41	C=CCNc1nc(N2CCCCC2)c(C#N)c2c1CN(Cc1ccccc1)CC2	-3	-4	i	4	-9	.	-7	2	-5	4.0
42	N#CC(c1ccccc1)N(CCCCl)C(=O)c1ccccc1 (centres undefined)	-3	2	i	0	2	i	-2	5	-5	-0.2
43	O=c1nc2s/c(=C\c3ccc(-c4ccccc4[N+](=O)[O-])o3)c(=O)n2nc1-c1ccccc1	45	-1	i	36*	16	i	4	28	37	39
44	CC(NC(=O)Nn1cnnc1)(C(F)(F)F)C(F)(F)F	-4	-3	i	-5	-1	i	-1	0	2	-2.9
45	CCOc1ccc(NC(=O)CC2CC(C)(C)OC2=O)cc1 (centres undefined)	-2	-4	i	1	4	i	2	1	5	0.1
46	COc1ccc2ccccc2c1/C=N/Nc1cccc(C(=O)O)c1	12	6	i	3	-1	i	-1	-1	1	0.5
47	C=CCNC(=S)N/N=C(\C)c1ccc(OC)cc1	-7	0	i	-1	-1	i	-3	-2	-3	-0.4
48	O=C(c1ccccc1)N1CCN(c2ncnc3c2cnn3-c2ccccc2)CC1	1	-2	i	-5	3	i	-8	1	-2	1.2
49	COCCCNC(=O)Cn1cc2c(n1)CCC(C)C2 (centres undefined)	-4	-3	i	2	0	i	-2	-3	0	-2.0
50	CC(=O)Nc1cccc(N2C(=O)CC(N3CCC(C(=O)N4CCCCC4)CC3)C2=O)c1 (centres undefined)	3	4	i	-4	-4	i	0	0	-1	-0.4
51	CCCCc1ccc(S(=O)(=O)NC(=O)C2(C)CCN2C(=O)CCc2cccs2)cc1 (centres undefined)	.	4	i	2	9	i	4	1	-1	-1.2
52	O=C(O)c1cccc(S(=O)(=O)N2CCN(c3ccccn3)CC2)c1	-3	-2	i	-1	3	i	1	-4	-2	0.1
53	C[C@@H]1COc2cc(N3CCC[C@@H]3CO)ccc2S(=O)(=O)N1	.	.	.	-3	5	i	2	.	.	-1.1
54	NCCCCCc1nnc(SCc2ccc(Cl)c(Cl)c2)o1	-4	-5	i	-6	-1	i	-1	-1	-5	-0.5
55	Cc1cc2ncc(-c3cccc(Cl)c3)cn2n1	-10	0	i	-3	-3	i	-2	-1	1	0.0
56	O=C(Nc1nc2c(s1)CCCC2)c1cccc(S(=O)(=O)N2CCCc3ccccc32)c1	12	2	i	13	-2	i	-11	4	-9	1.1
57	CCOc1ccc2[nH]c(=O)c(C(c3nnnn3C3CCCCC3)N3CCN(CC)CC3)cc2c1 (centres undefined)	-7	-2	i	0	-1	i	-6	-4	2	-0.1
58	CCOc1ccc(S(=O)(=O)N2CCCC(C(=O)N3CCOCC3)C2)cc1C (centres undefined)	4	7	i	2	6	i	5	-2	-4	0.6
